FLuc counter: firefly luciferase modulation, counter-screen for miR-21 project; P08659; purified FLuc, Km substrates, luminescence inhibition; Potency, µM (doses to about 57.5 µM), for the others: at the top dose activity change, negative = inhibition, actives largely listed as inhibitors; 360,000 tested, 6.9% active;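 note: potency is the fitted concentration of half-maximal effect; plate controls were vehicle for no effect and reference inhibitor for full effect; nearly all actives have a fitted effect of over 55% in size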
Target sequence (P08659 whole entry, looked up): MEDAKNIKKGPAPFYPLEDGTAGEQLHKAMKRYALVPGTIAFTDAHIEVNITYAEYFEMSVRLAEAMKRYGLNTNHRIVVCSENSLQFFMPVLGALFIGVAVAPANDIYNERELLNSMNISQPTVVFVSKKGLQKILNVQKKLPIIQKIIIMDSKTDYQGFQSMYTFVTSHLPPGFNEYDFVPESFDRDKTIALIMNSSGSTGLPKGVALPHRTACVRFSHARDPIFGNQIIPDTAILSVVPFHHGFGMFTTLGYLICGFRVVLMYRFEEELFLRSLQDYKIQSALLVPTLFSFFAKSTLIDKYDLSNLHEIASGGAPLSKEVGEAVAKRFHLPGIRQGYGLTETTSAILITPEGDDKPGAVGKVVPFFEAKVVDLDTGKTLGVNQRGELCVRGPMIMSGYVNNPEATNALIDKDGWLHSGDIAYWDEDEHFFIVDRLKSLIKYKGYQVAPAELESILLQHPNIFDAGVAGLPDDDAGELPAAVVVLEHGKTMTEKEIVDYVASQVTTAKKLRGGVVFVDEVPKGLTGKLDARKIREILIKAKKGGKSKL
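Biochemical qHTS of compounds, final roughly 60 µM downward over six points, against 10 nM purified firefly luciferase using Km concentrations of substrates (10 uM D-luciferin, 10 uM ATP) in Tris acetate pH 7.5 buffer; luminescence output.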
RORg inh: inhibitors of mouse ROR gamma transcriptional activity; AID 2551; Drosophila S2 Gal4-RORgamma UAS-luciferase reporter, 20 h; 310,000 tested, 5.4% active; P51450; Potency, µM (series often up to 53.6 µM), for the others: at the highest dose activity change, negative = inhibition, actives largely listed as inhibitors; note: potency is the fitted concentration of half-maximal effect; % is set by controls: 0 for no effect and ±100 for the full control effect; nearly all actives have a fitted effect of over 60% in size
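A Gal4/UAS one-hybrid system in insect cells: metallothionein-promoter Gal4–ROR gamma fusion plus Photinus luciferase reporter. Copper sulfate 700 uM final, 20 hr ambient incubation, luminescent detection after 10 min with reagent.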
uPA generation: inhibitors of cell surface uPA generation; 330,000 tested, 0.31% active; cell surface uPA generation assay, qHTS; Potency, µM (series often up to 38.3 µM), for the others: top-dose activity change, negative = inhibition, actives largely listed as inhibitors; AID 540303; active = well fitted inhibition curve with a large enough effect; inconclusive = small, poorly fitted or top-dose-only effect; inactive = no such curve, though single readings can be large or run the other way; tested in mouse RAW 264.7 cells; note: potency is the fitted concentration of half-maximal effect; % is set by controls: 0 for no effect and ±100 for the full control effect; nearly all actives have a fitted effect of over 55% in size
NPC1 promoter act: NPC1 promoter activation. Huh7 NPC1 promoter luciferase reporter, 24 h. Potency, µM (highest dose often 9.22 µM), without a hit: at the highest dose activation, actives largely listed as activators. 320,000 tested, 2.4% active. AID 485313;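 note: potency is the fitted concentration of half-maximal effect; % of control where 0% means no effect; nearly all actives have a fitted effect of over 60% in size; reporter is driven by a mutant NPC1 promoter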
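Readout is luciferase luminescence, reflecting NPC1 promoter activation in stably transfected Huh7 cells after 24 h compound exposure at 37 °C in reduced-serum medium with 10% FBS.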
Giardia killer: Giardia lamblia killing. 340,000 tested, 0.15% active. Giardia lamblia trophozoite viability. activity change, % at 7.66 µM, hits read low; in the data active = activity change below about -80%; inconclusive = between about -30% and that limit;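 note: parasites exposed to compound for two days anaerobically before the ATP read; % is set by controls: 0 for no effect and ±100 for the full control effect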
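Giardia trophozoites, 100 cells per well, were exposed to compounds for 48 hrs at 37 deg C under anaerobic conditions; viability was then read as ATP content by bioluminescence after 15-30 min at room temperature.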
Tb PFK inh: T. brucei PFK enzyme inhibition. AID 485367. T. brucei PFK, ADP-Glo luminescence. Potency, µM (series often up to 57.5 µM), inactives show at the top dose activity, negative = inhibition, actives largely listed as inhibitors. 330,000 tested, 0.17% active;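 note: potency is the fitted concentration of half-maximal effect; 0% = uninhibited 1x PFK enzyme wells and -100% = no-enzyme wells; nearly all actives have a fitted effect of over 60% in size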
Target sequence (O15648 whole entry, looked up): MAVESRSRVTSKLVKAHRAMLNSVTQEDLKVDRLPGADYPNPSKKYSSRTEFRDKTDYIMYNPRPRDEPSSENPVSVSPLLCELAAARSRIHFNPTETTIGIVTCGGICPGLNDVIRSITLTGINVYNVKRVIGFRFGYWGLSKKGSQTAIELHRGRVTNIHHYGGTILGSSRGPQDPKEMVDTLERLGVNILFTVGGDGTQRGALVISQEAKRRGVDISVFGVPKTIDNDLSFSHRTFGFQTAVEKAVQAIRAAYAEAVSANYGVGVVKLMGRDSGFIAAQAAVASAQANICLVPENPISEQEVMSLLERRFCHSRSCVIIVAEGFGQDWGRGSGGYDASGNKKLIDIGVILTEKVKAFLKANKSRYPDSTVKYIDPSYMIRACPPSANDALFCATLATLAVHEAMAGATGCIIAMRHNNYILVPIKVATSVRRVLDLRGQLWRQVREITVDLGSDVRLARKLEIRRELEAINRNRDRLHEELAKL
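1.25 nM PFK with 0.5 mM F6P and 0.1 mM ATP in 0.1 M TEA pH 8.0, 5 mM MgCl2, incubated 45 min at room temperature; ADP measured by ADP-Glo luminescence; compounds titrated up to 57 uM.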
KCNH2 3.1 inh: blocks the human KCNH2 3.1 channel isoform | U2OS KCNH2 3.1, thallium flux FluxOr; active compounds read low | activity change, % (tested at about 1.8 µM) | 340,000 tested, 0.95% active | AID 720553;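 active = maximum activity change below -70%; inconclusive = maximum activity change from -70% to -50%; inactive = maximum activity change above -50%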;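 note: thallium influx rate constant from kinetic fluorescence after stimulation buffer; % is set by controls: 0 for no effect and ±100 for the full control effect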
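Kinetic fluorescence (2 min after stimulation buffer) measures Tl+ influx through KCNH2 3.1 expressed by viral transduction in U2OS cells; the rate constant is normalized against DMSO controls serving as positive and negative references.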
Coupling enz: counter-screen for Giardia aldolase inhibitors: coupling enzyme system. 290,000 tested, 0.67% active. activity change, negative = inhibition, % at 58.2 µM, hits read low. coupling enzyme system counterscreen, AmpLite Red fluorescence; in the data active = activity change below about -30%; note: % is set by controls: 0 for no effect and ±100 for the full control effect
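Activity here indicates interference with the coupling reaction, not aldolase inhibition. Compounds at 57.5 uM final met coupling enzymes for 10 min at RT; substrate and AmpLite Red detection followed, with a 525/598 nm fluorescence read after 20 min.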
Rab9 prom act: activates the Rab9 promoter | Huh7 Rab9 promoter-luciferase reporter, luminescence, 24 h | Potency, µM (titrated, usually from 9.22 µM), inactives show at the highest dose activation, negative = inhibition, hits mostly activators | 320,000 tested, 2.8% active; note: potency is the fitted concentration of half-maximal effect; % of control where 0% means no effect; nearly all actives have a fitted effect of over 60% in size
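Quantitative HTS format; Huh7 Rab9-luciferase reporter cells (1500/well) receive compound 2 h post-plating, incubate 24 h at 37 °C, then get luciferase reagent for 10 min before luminescence reading.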
ELG1 genotoxic: inducers of genotoxicity in HEK293T ELG1-luciferase cells | HEK293T ELG1-luciferase reporter, luminescence, 16 h | 330,000 tested, 1.3% active | Potency, µM (top dose mostly 46 µM), for inactives: at the highest dose activity change, positive = activation, most hits filed as activators; note: potency is the fitted concentration of half-maximal effect; % of control where 0% means no effect; nearly all actives have a fitted effect of over 60% in size
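Quantitative HTS format in 1536-well plates. HEK293T ELG1-luciferase reporter cells receive test compound and are incubated 16 hr at 37 °C, 5% CO2; ONE-Glo added, 30 min room temperature, then luminescence read.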
VP16 counter: inhibits Gal4-VP16 luciferase reporter, ROR gamma counter-screen; Potency, µM (titrated, usually from 53.6 µM), inactives show at the top dose activity, negative = inhibition, usual class: inhibitors; 310,000 tested, 3.5% active; Drosophila S2 Gal4-VP16 UAS-luciferase, luminescence, 20 h;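 note: Gal4-VP16 expression switched on by copper sulfate through the metallothionein promoter; potency is the fitted concentration of half-maximal effect; % is set by controls: 0 for no effect and ±100 for the full control effect; nearly all actives have a fitted effect of over 50% in size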
* hit, by the source's call; ? = inconclusive; / = not tested or not shown; [ ] = remark or other dose. Unless noted, calls come from the whole dose curve; as a rule, active = well fitted curve in the direction sought with a large enough effect; inconclusive = small, poorly fitted or top-dose-only effect, or another doubt; inactive = no such curve, though single readings can be large; an effect the other way counts as inactive or inconclusive. Hits appear at their usual frequency (roughly 14% active in at least one column).

SMILES	FLuc counter	RORg inh	uPA generation	NPC1 promoter act	Giardia killer	Tb PFK inh	KCNH2 3.1 inh	Coupling enz	Rab9 prom act	ELG1 genotoxic	VP16 counter
CO/N=C(\CCC(=O)O)c1cccs1	-2%	-9%	4%	0%	5	0%	4	-3	-1%	1%	-10%
NC(=O)c1sc(=S)n(-c2ccc(Br)cc2)c1N	4%	26%	-10%	-1%	1	1%	-9	0	0%	8%	-1%
COC(=O)c1ccc(CSc2nnc(-c3c[nH]c4ccccc34)n2C)o1	1%	23%	7%	-2%	0	1%	11	0	-5%	-4%	1%
Cc1ccc(NC(=O)CCOc2ccccc2)cc1	13µM*	32%	5%	?	7	-1%	22	0	3.5µM*	?	18%
COc1cc(/C=N/NC(=O)CCN2CCN(Cc3ccccc3)CC2)cc(OC)c1OC	2%	1%	-2%	-3%	4	0%	-6	0	0%	0%	-7%
Cc1ccc(-c2ccc(S(=O)(=O)N3CCCC3)cc2)cc1	-1%	-13%	6%	-1%	-3	1%	15	1	-3%	-4%	4%
COc1ccc(NS(=O)(=O)c2cc(NC(=O)c3cnccn3)ccc2N2CCCC2)cc1	-2%	-24%	-5%	-12%	2	-1%	-1	-8	-8%	-4%	-2%
CS(=O)(=O)c1ccccc1C(=O)NCCC(c1ccccc1)c1ccccc1	1%	-36%	-2%	2%	-30	2%	?	-1	-1%	-3%	-3%
CCOc1cc(C(N)=O)cc(Cl)c1OCC	-1%	6%	2%	-4%	-13	-2%	15	-1	-4%	-14%	-11%
Cc1cc(C)n(C(=O)c2ccccc2[N+](=O)[O-])n1	1%	-7%	-3%	0%	-23	-1%	6	-1	-4%	1%	5%
CN1CCN(S(=O)(=O)c2ccc(NC(=O)c3ccccc3F)cc2)CC1	1%	-12%	20%	-1%	12	0%	-1	5	-2%	2%	5%
COc1cccc(NC(=O)c2ccc3c(c2)OCCO3)c1	0.67µM*	?	-12%	1.8µM*	?	-19%	7	-4	0.71µM*	2.1µM*	?
CCOc1ccc(NC(=O)CSc2nc(NS(=O)(=O)c3ccc(C)cc3)cc(=O)[nH]2)cc1	21µM*	24%	0%	0%	-7	1%	-38	0	1%	0%	10%
COC(=O)c1ccccc1NC(=O)Cn1c(=O)n(CCC(=O)NC2CCN(Cc3ccccc3)CC2)c(=O)c2ccccc21	0%	1%	4%	-2%	11	-1%	-7	-3	1%	-5%	-6%
CCCCN(CCCC)c1nc2ccccc2nc1C(C#N)C(=O)NCCCOC (stereo unspecified)	-1%	-26%	7%	-3%	20	2%	-9	-2	6%	-1%	-7%

Molecules above that contain two or more sulfur atoms, in the order listed:
SMILES	FLuc counter	RORg inh	uPA generation	NPC1 promoter act	Giardia killer	Tb PFK inh	KCNH2 3.1 inh	Coupling enz	Rab9 prom act	ELG1 genotoxic	VP16 counter
NC(=O)c1sc(=S)n(-c2ccc(Br)cc2)c1N	4%	26%	-10%	-1%	1	1%	-9	0	0%	8%	-1%
CCOc1ccc(NC(=O)CSc2nc(NS(=O)(=O)c3ccc(C)cc3)cc(=O)[nH]2)cc1	21µM*	24%	0%	0%	-7	1%	-38	0	1%	0%	10%

Later entries.
SMILES	FLuc counter	RORg inh	uPA generation	NPC1 promoter act	Giardia killer	Tb PFK inh	KCNH2 3.1 inh	Coupling enz	Rab9 prom act	ELG1 genotoxic	VP16 counter
COc1ccc(C2(C)CC(=O)NC2=O)cc1 (stereo unspecified)	-1%	-7%	0%	-5%	-9	5%	4	0	-12%	1%	-1%
O=C(CNC(=S)N(Cc1ccccc1)Cc1ccccc1F)NCc1ccccc1	-14%	21%	2%	1%	19	-1%	-9	-3	-3%	-5%	-11%
Clc1cccc(Cl)c1Cn1nnc(-c2cccs2)n1	-4%	17%	/	?	9	-1%	-33	4	2.8µM*	9%	-2%
O=C(CSc1nc2ccccc2c(=O)[nH]1)c1ccc(O)c(O)c1	2%	-30%	-5%	-2%	-4	0%	12	-2	0%	0%	-7%
CCn1c(=S)[nH]c2nc3c(cc2c1=O)CCCC3	1%	1.6µM*	-1%	8%	15	1%	7	0	0%	2%	?
Cc1ccc(NC(=O)COc2ccc(-n3cnnn3)cc2)cc1C	0%	-14%	1%	-2%	-1	4%	-14	2	-2%	3%	7%
COCCn1c(-c2ccc(Cl)cc2)cnc1SCC(=O)NCc1cccs1	2%	33%	2%	0%	2	3%	2	1	1%	-15%	-5%
CC1CC(C)(C)NC(=S)N1CCC(=O)N1CCN(Cc2ccccc2)CC1 (stereo unspecified)	-4%	?	0%	-6%	-24	-3%	-7	-1	9%	0%	-2%
O=C(COC(=O)C1CCN(C(=O)c2ccc(Cl)cc2)CC1)Nc1ccccc1F	-1%	/	10%	-1%	-4	-2%	-13	/	0%	0%	/
O=C1COc2ccc(OCc3ccc(F)cc3)cc21	4.3µM*	-26%	-9%	1.4µM*	6	-1%[0.46 µM]	9	4	1.1µM*	?	-17%
CC(=O)NCCc1ccc(O)cc1	0%	0%	-1%	0%	-8	1%	-6	-7	-2%	-3%	15%
COc1ccc(N(CC(=O)Nc2c(C)cccc2C)S(=O)(=O)c2ccccc2[N+](=O)[O-])c(OC)c1	-1%	-15%	0%	-2%	-7	-4%	-12	0	0%	1%	0%
Cc1cc(=O)[nH]c(N/N=C/c2c(C)oc3ccccc23)n1	-14%	12%	2%	1%	4	1%	0	0	2%	-7%	8%
O=C(CNC(=O)OCc1ccccc1)Nc1ccc(F)cc1	-3%	/	-5%	1%	2	-7%	2	/	1%	-2%	/
Cc1cc(OCC(=O)NNC(=O)c2ccncc2)cc(C)c1Cl	-16%	43%	-8%	-1%	10	11%	4	/	-4%	-1%	-1%

Whole records, looked up by structure. Order of screens: FLuc counter | RORg inh | uPA generation | NPC1 promoter act | Giardia killer | Tb PFK inh | KCNH2 3.1 inh | Coupling enz | Rab9 prom act | ELG1 genotoxic | VP16 counter
`COc1ccc(N(CC(=O)Nc2c(C)cccc2C)S(=O)(=O)c2ccccc2[N+](=O)[O-])c(OC)c1` is listed as -1% | -15% | 0% | -2% | -7 | -4% | -12 | 0 | 0% | 1% | 0%
`O=C(COC(=O)C1CCN(C(=O)c2ccc(Cl)cc2)CC1)Nc1ccccc1F` is listed as -1% | / | 10% | -1% | -4 | -2% | -13 | / | 0% | 0% | /
`CC(=O)NCCc1ccc(O)cc1` is listed as 0% | 0% | -1% | 0% | -8 | 1% | -6 | -7 | -2% | -3% | 15%
`CC1CC(C)(C)NC(=S)N1CCC(=O)N1CCN(Cc2ccccc2)CC1` (stereo unspecified) is listed as -4% | ? | 0% | -6% | -24 | -3% | -7 | -1 | 9% | 0% | -2%
`O=C(CNC(=S)N(Cc1ccccc1)Cc1ccccc1F)NCc1ccccc1` is listed as -14% | 21% | 2% | 1% | 19 | -1% | -9 | -3 | -3% | -5% | -11%

Later entries.
SMILES	FLuc counter	RORg inh	uPA generation	NPC1 promoter act	Giardia killer	Tb PFK inh	KCNH2 3.1 inh	Coupling enz	Rab9 prom act	ELG1 genotoxic	VP16 counter
CCOc1ccc(CC(=O)OCN2C(=O)c3ccccc3C2=O)cc1	-7%	29%	-2%	-3%	6	-2%	-33	/	0%	7%	1%
CC1CCN(S(=O)(=O)c2cn(C)c(=O)n(C)c2=O)CC1	1%	-18%	-2%	-3%	?	-12%	6	1	-3%	-8%	-2%
CCN(C(=O)CSc1ccc(S(=O)(=O)N2CCOCC2)cn1)c1ccccc1	/	/	11%	8%	-20	0%	8	/	-9%	-4%	/
Cc1cc(C)c(S(=O)(=O)Nc2ncn[nH]2)cc1C	0%	-12%	/	3%	-9	2%	-13	3	-8%	-3%	18%
O=C(/C=C/c1ccc(-c2cccc([N+](=O)[O-])c2)o1)N1CCOCC1	?	22%	1%	?	14	-2%	6	0	4µM*	?	2%
CC1(C)Cc2nc3oc4c(=S)nc[nH]c4c3cc2CO1	1%	?	-2%	22%	4	2%	4	-3	-3%	5%	9%
COCCN(C(=O)CSc1nnc(C)n1Cc1ccccc1)c1c(N)n(Cc2ccccc2)c(=O)[nH]c1=O	0%	7%	3%	-5%	9	-7%	-5	5	-8%	2%	2%
OCCC1CN(Cc2cccc(-n3cccn3)c2)CCN1Cc1ccccc1 (stereo unspecified)	-14%	1%	-10%	-4%	-5	0%	-13	3	-2%	-5%	8%
CC[N+]1=CN(c2ccccc2)C(C)=CC1(C)C	2%	18%	-1%	4%	10	1%	1	-2	0%	-2%	-17%
O=C(NCc1ccccc1)C(c1ccncc1)N(C(=O)c1csnn1)C1CC1 (stereo unspecified)	4%	1%	0%	-1%	0	-1%	8	2	0%	0%	0%
CCOC(=O)Cc1cnc(NC(=O)NC(C(=O)OCC)(c2ccccc2)C(F)(F)F)s1 (stereo unspecified)	2%	-6%	1%	1%	10	12%	9	2	-3%	0%	-6%
